# Bioassay records from PubChem BioAssay.
# procasp3 activ – activates human procaspase-3. 330,000 tested, 0.11% active. P42574. recombinant procaspase-3 D3A, Ac-DEVD-pNA absorbance 405 nm. AID 463141. activation, % at 8.5 µM;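 active = activation above the mean of all tested compounds plus 3 SD, cut at about 21% in these data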;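 note: 0% = DMSO alone and 100% = DMSO wells spiked with extra 5 µM PC-3 D3A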
# Target sequence (P42574 whole entry D9A/D28A/D175A): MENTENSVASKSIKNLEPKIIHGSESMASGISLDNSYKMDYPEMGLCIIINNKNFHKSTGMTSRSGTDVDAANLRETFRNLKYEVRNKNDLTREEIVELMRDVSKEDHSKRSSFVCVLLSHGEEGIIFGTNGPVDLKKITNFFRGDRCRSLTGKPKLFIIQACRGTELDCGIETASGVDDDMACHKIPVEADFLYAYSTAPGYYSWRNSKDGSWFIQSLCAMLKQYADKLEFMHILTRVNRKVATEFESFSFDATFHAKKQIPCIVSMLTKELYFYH
#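 Compound: 8.5 µM single point, 0.8% DMSO / Material: Autoprocessing-dead procaspase-3 D3A mutant enzyme / Timing: 1 h preincubation plus 2 h reaction at 25 °C / Medium: Zinc-free HEPES/NaCl buffer with 0.01% Triton X-100 at pH 7.4 / Technique: 405 nm absorbance of p-nitroaniline, reads at 0 and 120 min / Repeats: one well per compound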
# TPT1 inh – blocks Candida albicans tRNA 2'-phosphotransferase; recombinant caTPT1, FP RNA substrate dephosphorylation; inhibition, % at 5 µM; 300,000 tested, 0.81% active; AID 1962;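 active = inhibition above the mean of all tested compounds plus 3 SD, set per screening campaign, cut at about 24% in these data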;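 note: plate controls were DMSO alone for no effect and ferristatin control at 100 nM for full effect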
# core dimer inh – HCV core protein dimerization inhibition; TR-FRET GST/Flag-core106 dimerization, 1536-well; inhibition, % at 5 µM; 300,000 tested, 0.33% active; AID 1899;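 active = inhibition above the mean of all tested compounds plus 3 SD, set per screening campaign, cut at about 45% in these data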
#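 Assay system – GST-tagged and Flag-tagged HCV core protein residues 1-106 · Quantity – core106 proteins, GST 13.5 nM and Flag 17 nM · Benchmarks – unlabelled core106 and no-GST-core106 wells · Read-out basis – percent inhibition of core106 dimerization signal · Detection – time-resolved FRET, ex 340 nm, em 617 and 671 nm · Schedule – 4 h at 22.5 °C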
# CTSL1 counter – blocks F. hepatica cathepsin L1 in PFM18AAP counter-screen; recombinant F. hepatica cathepsin L1, Z-Leu-Arg-MCA fluorescence; inhibition, % at 5.96 µM; 300,000 tested, 0.49% active; AID 1906;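 active = inhibition above the mean of all tested compounds plus 3 SD, set per screening campaign, cut at about 17% in these data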;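 note: 0% = plate median of test compound wells and 100% = 1 µM Z-Phe-Ala-diazomethylketone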
# proCasp7 act – counter-screen for procaspase-3 activators: activators of human procaspase-7; P55210; recombinant procaspase-7, Ac-DEVD-pNA absorbance 405 nm; D23A/D198A/D206A triple mutant, cannot self-cleave; scale: DMSO 0, 5 µM enzyme 100; activation, % at 8.5 µM; 330,000 tested, 0.093% active;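 active = percent activation above the screen-wide mean plus 3 SD, cut at about 25% in these data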
#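 buffer or medium = Zinc-free HEPES/NaCl buffer, pH 7.4 | material = Procaspase-7 triple mutant (PC-7 D3A) | input = 2 µM procaspase-7 mutant as dispensed | signal = Epi-absorbance of released pNA at 405 nm, two timepoints | timing = 1 h preincubation, 2 h reaction | replicates = singlicate compound testing | evaluation = % activation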
# PP5 inh – PP5 (human) phosphatase inhibition | inhibition, % at 6.7 µM | 320,000 tested, 0.18% active | purified PP5c, OMFP substrate fluorescence;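 active = inhibition above the campaign's mean inhibition across all tested compounds plus 3 SD, cut at about 9.5% in these data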;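 note: 0% = DMSO only and 100% = 100 µM cantharidin control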
# Target sequence (P53041 whole entry, looked up): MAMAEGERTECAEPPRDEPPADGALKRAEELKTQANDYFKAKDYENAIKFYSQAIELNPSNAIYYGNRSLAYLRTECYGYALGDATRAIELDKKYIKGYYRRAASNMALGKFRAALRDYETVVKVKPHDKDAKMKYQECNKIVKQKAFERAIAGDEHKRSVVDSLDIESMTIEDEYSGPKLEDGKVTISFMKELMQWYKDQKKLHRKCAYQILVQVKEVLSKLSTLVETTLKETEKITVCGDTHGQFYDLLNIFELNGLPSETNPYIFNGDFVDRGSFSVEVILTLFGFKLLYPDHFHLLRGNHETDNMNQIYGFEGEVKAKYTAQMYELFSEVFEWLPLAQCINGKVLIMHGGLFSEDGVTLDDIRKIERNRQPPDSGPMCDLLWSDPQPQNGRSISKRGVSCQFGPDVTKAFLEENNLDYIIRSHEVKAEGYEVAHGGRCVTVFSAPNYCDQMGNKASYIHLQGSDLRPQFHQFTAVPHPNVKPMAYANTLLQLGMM
# PAFAH2 inh – PAFAH2 (human) inhibition; Q99487; recombinant PAFAH2, FP-rhodamine activity probe, fluorescence polarization; inhibition, % at 3.39 µM; 340,000 tested, 0.99% active;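 active = inhibition above the mean over all tested compounds plus 3 SD, cut at about 30% in these data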;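 note: inhibitors block probe labeling of enzyme so polarization drops; 0% = enzyme with DMSO and 100% = wells lacking PAFAH2 protein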
# PP1 inh – counter-screen for PP5 inhibitors: inhibitors of human PP1-alpha; 320,000 tested, 0.9% active; P62136; purified PP1alpha, OMFP fluorescence; inhibition, % at 6.7 µM; AID 2235;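 active = inhibition above the mean inhibition of all tested compounds plus 3 SD, computed separately for each screening campaign, cut at about 15% in these data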
# Target sequence (P62136 whole entry, looked up): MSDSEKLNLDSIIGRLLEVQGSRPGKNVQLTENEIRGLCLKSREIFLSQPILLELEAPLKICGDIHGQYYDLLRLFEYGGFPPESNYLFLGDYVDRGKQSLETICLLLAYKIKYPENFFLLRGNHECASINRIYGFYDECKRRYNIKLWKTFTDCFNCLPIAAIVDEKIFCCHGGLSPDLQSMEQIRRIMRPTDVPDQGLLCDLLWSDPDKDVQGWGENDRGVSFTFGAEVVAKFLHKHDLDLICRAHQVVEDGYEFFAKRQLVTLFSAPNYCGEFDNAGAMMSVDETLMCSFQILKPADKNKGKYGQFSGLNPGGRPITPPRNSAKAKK
# AHR act – activators of human aryl hydrocarbon receptor; P35869; AHR-responsive luciferase reporter cells, luminescence; activation, % at 5 µM; 320,000 tested, 2.5% active; AID 2796; in the data active = activation above about 47%;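 note: 0% = vehicle wells and 100% = reference agonist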
# * = called active by the depositor; / = no result given. Random draw from the library, and some 5.6% of all compounds hit somewhere here.
SMILES,procasp3 activ,TPT1 inh,core dimer inh,CTSL1 counter,proCasp7 act,PP5 inh,PAFAH2 inh,PP1 inh,AHR act
CCCC(=O)NC(=S)Nc1cccc(NC(=O)c2ccccc2)c1,-1,0,4,0,2,-0.5,-2,-2,5
COCCNS(=O)(=O)c1cc2[nH]c3c(c2cc1C)C(=O)CC(C)(C)C3,-5,2,0,0,-1,-0.2,-4,-1,2
COC(=O)CSc1nnc(-c2ccc(S(=O)(=O)N3CCCC3)cc2)n1C,-1,2,0,-2,-3,0.6,-4,-3,-1
CCOc1ccc(NC(=O)CSc2nnc(-c3ccccn3)n2N)cc1,-5,-4,0,1,1,3.0,0,0,12
CC(C)(C)c1cc(CN2CCCC(O)C2)c(O)c(C(C)(C)C)c1 (stereo not given),-1,-1,0,3,-4,6.2,3,5,-2
O=C(/C=C/c1ccccc1)Oc1cccc2cccnc12,-5,-1,4,-6,2,-0.1,2,-6,0
N=c1n(CCCOc2ccccc2Cl)c2ccccc2n1CC(N)=O,-1,-1,-4,2,2,-0.1,-4,3,2
COc1cccc(-c2nn(-c3ccccc3)cc2/C=C(/NC(=O)c2ccccc2)C(=O)O)c1,0,3,4,0,-4,5.5,13,-1,0
CC(C)n1c(O)c(/C=C2\C=Nc3ccccc32)sc1=Nc1ccccc1,3,1,3,-2,-8,2.6,-4,-3,-10
COc1cccc(N2CCN(C3CC(=O)N(c4ccc(Cl)c(Cl)c4)C3=O)CC2)c1 (stereo not given),-19,-6,4,-5,-19,1.2,7,4,5
COCCCNc1oc(/C=C/c2ccccc2)nc1C#N,4,-4,1,5,2,2.7,-1,1,9
COc1cccc(NC(=O)C(c2ccccc2)N2CCN(c3ccccn3)CC2)c1 (stereo not given),5,2,3,-2,4,-0.7,-3,5,1
CCN(CC)c1ccc(NC(=O)CCNC(=O)c2ccco2)cc1,-4,1,-11,-1,-1,3.2,1,3,0
CCNC(=S)NNC(=O)CSc1nc2ccccc2n1C,-5,1,-2,-6,2,-1.6,-4,-6,1
O=C(Oc1cccc(C(=S)N2CCOCC2)c1)c1cccc([N+](=O)[O-])c1,5,-3,-9,-2,0,5.1,1,0,5
CCCCc1c(C(=O)O)cc(OC)cc1C(=O)O,1,3,1,-1,7,2.1,-3,-6,2
CCCn1nc(NC(=O)c2ccco2)c2cc3cc(C)ccc3nc21,-4,1,-9,-4,-14,3.7,-3,4,43
O=C(NCc1ccco1)c1ccccc1NS(=O)(=O)c1ccc(Br)s1,6,-2,3,-1,7,1.4,15,3,-1
COc1cc2c(cc1OC)C(c1cc3cc(OC)c(OC)cc3[nH]c1=O)N(C(=O)C1CC1)CC2 (stereo not given),-4,2,-2,-3,-2,1.5,3,-1,0
CCOc1cc2[nH]c(=O)n(CC3CCC(C(=O)NCCCOC)CC3)c(=O)c2cc1OCC (stereo not given),6,-2,0,1,-2,1.7,1,2,1
CC1CCCCN1CCCNC(=O)c1ccc2nc(N3CCCCC3)sc2c1 (stereo not given),12,-4,3,-3,5,-0.1,8,0,3
CC(Oc1ccccc1)C(=O)N1CCc2ccccc2C1 (stereo not given),7,1,4,-6,13,-0.8,-3,-3,0
O=C(CCC(=O)Nc1ccc(F)cc1)N/N=C/c1ccc(Br)cc1,4,-3,6,-3,5,2.3,2,3,9
Cc1cccc(C)c1NC(=O)COc1ccc2c(C)c(Cc3ccccc3)c(=O)oc2c1C,10,1,4,-1,3,0.8,-14,-6,-3
COc1ccc(N(CC(=O)Nc2ccc(F)cc2)S(=O)(=O)c2ccccc2[N+](=O)[O-])c(OC)c1,1,-4,1,-2,-11,2.7,-4,1,2
Oc1ccc(NCc2cccs2)cc1,-10,1,-17,0,-22,-0.3,-9,0,17
COc1ccc(-n2nc(C(=O)NCC(=O)NC3CCCCCC3)c3ccccc3c2=O)cc1OC,9,-2,-5,-1,-1,2.3,-3,1,-3
N#C/C(=C\c1ccc(F)cc1)C(=O)Nc1ccccn1,-14,2,0,3,-11,1.6,-6,-1,3
Cc1cnc(C(=O)OCC(=O)NC(=O)NC(C)C)cn1,11,-4,-1,-2,3,2.0,5,-4,2
CCOC(=O)C(=CNc1ncccc1C)C(=O)OCC,11,-4,1,-2,2,1.3,12,3,-4
CN(C)N1C(N)=C(C#N)C(c2ccc(Br)cc2)C2=C1CCCC2=O (stereo not given),7,-2,2,0,6,1.9,-7,-1,1
COc1ccc(C2NC(=S)N(c3ccccc3)C(C)=C2C(=O)Nc2ccccc2)cc1 (stereo not given),-5,4,-7,2,2,0.7,1,5,9
C/C(=N\Nc1ccc([N+](=O)[O-])cc1)c1ccc(N)cc1,-14,37*,-18,1,-14,4.5,1,9,22
O=C(CCC1CCN(C(=O)Cc2c(F)cccc2F)CC1)NC1CC1,1,-2,-7,-4,-14,-5.0,2,1,2
S=c1[nH]c2cc3c(cc2[nH]1)OCCO3,4,2,-3,-2,0,0.2,-3,-4,1
Cc1ccc(NC(=O)CCC(=O)NNC(=O)CCc2ccccc2)c(C)c1,-1,1,1,-5,-2,2.3,3,-1,6
COC(=O)c1ccccc1NC(=O)CSc1nnc(-c2cccnc2)o1,-2,-3,-19,6,0,-0.3,-13,6,8
O=C(CN1CCCC1)Nc1nc(-c2ccc3c(c2)CCN3C(=O)c2ccccc2F)cs1,1,0,8,-2,-3,1.2,-5,2,-3
CC(C)c1ccc(C2c3[nH]c4ccccc4c3C[C@H]3C(=O)N(c4ccccc4C(=O)N4CCC(C(=O)O)CC4)C(=O)N23)cc1 (stereo not given in full),9,-3,11,4,-4,1.5,5,3,10
Nc1nc(-c2ccco2)nn1C(=O)c1ccccc1,-7,4,-12,-5,6,1.6,9,-4,2
Cc1nn(C)c(C(=O)N2CCN(C(=O)c3ccco3)CC2)c1Br,5,1,-5,-4,-3,2.6,-5,-2,-1
COCC(C)NC(=O)c1ccc(Cl)c(Cl)c1 (stereo not given),-4,0,-5,2,6,0.7,8,-4,4
N#Cc1ccc(C(=O)NC(=S)N2CCN(C=O)CC2)cc1,-10,/,/,/,-8,/,7,/,0
O=C(COC(=O)c1ccccn1)Nc1cccnc1Cl,12,2,1,-7,9,-0.5,4,4,-2
Cc1nn(-c2ccccc2)c(Oc2ccc(F)cc2)c1/C=N/n1cnnc1,2,-4,2,3,-1,-1.9,9,0,0
COc1cc2c(cc1OC)C(c1ccccc1C(F)(F)F)CC(=O)N2 (stereo not given),3,1,2,7,-2,2.0,-13,1,4
N#CNC(=Nc1cccc(Cl)c1)Oc1ccccc1,1,5,-3,2,-2,4.3,10,-2,5
C[C@H](CO)N1C[C@H](C)[C@@H](CN(C)S(=O)(=O)c2cccs2)Oc2ccc(NS(=O)(=O)c3cn(C)cn3)cc2C1=O,4,/,/,/,6,/,10,/,0
O=c1oc2ccccc2c(O)c1Sc1ccc(Cl)cc1,10,0,5,0,-4,-1.9,12,-3,-1
COc1ccc(/C=N/NC(=O)c2[nH]c3ccc(C)cc3c2-c2ccccc2)c(C(=O)O)c1OC,-10,0,-1,5,-7,2.1,10,3,8

# Rewritten with each value named: entries from further up.
compound: CN(C)N1C(N)=C(C#N)C(c2ccc(Br)cc2)C2=C1CCCC2=O (stereo not given)
  procasp3 activ = 7	TPT1 inh = -2	core dimer inh = 2	CTSL1 counter = 0	proCasp7 act = 6	PP5 inh = 1.9	PAFAH2 inh = -7	PP1 inh = -1	AHR act = 1
compound: COc1ccc(C2NC(=S)N(c3ccccc3)C(C)=C2C(=O)Nc2ccccc2)cc1 (stereo not given)
  procasp3 activ = -5	TPT1 inh = 4	core dimer inh = -7	CTSL1 counter = 2	proCasp7 act = 2	PP5 inh = 0.7	PAFAH2 inh = 1	PP1 inh = 5	AHR act = 9
compound: C/C(=N\Nc1ccc([N+](=O)[O-])cc1)c1ccc(N)cc1
  procasp3 activ = -14	TPT1 inh = 37*	core dimer inh = -18	CTSL1 counter = 1	proCasp7 act = -14	PP5 inh = 4.5	PAFAH2 inh = 1	PP1 inh = 9	AHR act = 22
compound: O=C(CCC1CCN(C(=O)Cc2c(F)cccc2F)CC1)NC1CC1
  procasp3 activ = 1	TPT1 inh = -2	core dimer inh = -7	CTSL1 counter = -4	proCasp7 act = -14	PP5 inh = -5.0	PAFAH2 inh = 2	PP1 inh = 1	AHR act = 2

# Other structures.
SMILES,procasp3 activ,TPT1 inh,core dimer inh,CTSL1 counter,proCasp7 act,PP5 inh,PAFAH2 inh,PP1 inh,AHR act
Cc1ccc(NC(=O)COC(=O)CCc2c(C)nc3ncnn3c2C)cc1,-1,/,/,/,-8,/,11,/,2
Cn1c(=O)[nH]c(=O)c2c1ncn2CCN1CCCCC1,-3,-11,-1,-4,5,0.5,-1,-2,-2
CC(C)OCCCNc1ncc2c(n1)CC(c1cccs1)CC2=O (stereo not given),-3,2,2,0,2,1.6,0,-6,5
CN(C)C(CNc1ncnc2sc3c(c12)CCCCC3)c1ccco1 (stereo not given),-5,5,3,-1,-9,3.5,-5,-3,24
Cc1cc(C)c2[nH]c(=O)c(CN(CC3CCCO3)C(=S)Nc3ccccc3)cc2c1 (stereo not given),2,4,-7,2,1,-1.2,-3,-4,9
CCn1c(O)c(/C=C2\C=Nc3ccccc32)sc1=Nc1ccc(C)cc1,-6,6,0,0,3,-0.5,-1,-4,0
CCCCC(=O)Nc1ccc2c(c1)OCCO2,7,1,1,0,2,1.0,-9,1,10
OCCC1CN(Cc2ccc(C(F)(F)F)cc2)CCN1Cc1ccccc1 (stereo not given),0,0,-3,5,9,1.1,1,-5,9
COCCC(=O)N1CCC(C(=O)Nc2ccc(Oc3ccccc3)nc2)CC1,-3,-1,-3,-5,-11,3.5,3,-4,1
Cc1cc2c(ccc3[nH]onc32)n1,-17,-6,-9,-3,-22,1.9,-9,-2,-2
CCN(CC)S(=O)(=O)c1ccc(N2CCCCC2)c(C(=O)Nc2ccccc2N2CCOCC2)c1,2,-5,33,11,-12,-7.1,4,-1,-4
CC(=O)N1c2ccc(S(=O)(=O)N3CCCCC3)cc2CC1C (stereo not given),11,2,-6,-4,0,1.6,2,-6,0
Cc1ccc(C2C3=C(CCCC3=O)N=C3c4ccccc4C(=O)C32)cc1 (stereo not given),5,2,-14,-1,10,3.7,19,1,2
Cc1ccc(NC2=C(CC(=O)O)C(c3ccccc3)N(c3ccc(C)cc3)C2=O)cc1 (stereo not given),-5,-1,14,-2,-7,1.9,0,0,5
Cc1oc(-c2ccccc2F)nc1CS(=O)(=O)CC(=O)N1CCCCCC1,9,-2,-29,1,10,-0.6,-9,-3,-3
N#CCCn1nc(Cc2cccc3ccccc23)c(C#N)c1N,-4,-2,2,-2,-1,3.3,2,0,14
Cc1onc(-c2ccccc2Cl)c1C(=O)N1CCC(Cc2ccccc2)CC1,-6,3,2,1,4,3.5,-1,4,2
COc1cccc(C=Nc2cc(C)cc(C)c2)c1O,8,0,10,-1,-1,-3.4,-4,0,0
CCC/C=N/NC(=O)c1cccc(Br)c1,0,-5,1,2,-9,-2.5,-3,0,2
